NFkB SMM: binders of NF-kB p50 subunit, primary screen, biochemical, small molecule microarray, anti-His fluorescence. calls only. 1.3% of 17,000 active. anti-His fluorescence binding;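 active = spot fluorescence over background significantly raised, with a chance value under 7% in all four replicate spots of the compound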;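 note: probe protein is his-tagged human p50 processed subunit at 1 µg/ml; raw spot fluorescence signals with no normalization applied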
Target sequence (P19838 1-433 limits assumed): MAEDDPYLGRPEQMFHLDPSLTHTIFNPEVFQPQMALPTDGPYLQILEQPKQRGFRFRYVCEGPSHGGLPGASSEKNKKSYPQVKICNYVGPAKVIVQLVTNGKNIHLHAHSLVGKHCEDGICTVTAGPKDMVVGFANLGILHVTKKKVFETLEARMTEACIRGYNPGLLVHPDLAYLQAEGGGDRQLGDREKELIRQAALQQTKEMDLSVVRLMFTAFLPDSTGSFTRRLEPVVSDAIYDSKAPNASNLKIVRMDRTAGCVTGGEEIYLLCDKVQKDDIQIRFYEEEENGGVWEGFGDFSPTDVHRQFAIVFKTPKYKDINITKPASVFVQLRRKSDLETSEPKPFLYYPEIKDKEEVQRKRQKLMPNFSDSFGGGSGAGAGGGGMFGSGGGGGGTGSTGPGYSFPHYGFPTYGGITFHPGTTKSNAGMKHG
Calls only; i = inactive; + = active, no number. Not all compounds are listed (hit frequency here may not be typical).

SMILES | NFkB SMM
COc1ccc(S(=O)(=O)N(C)C[C@@H]2Oc3ccc(NC(=O)Cc4ccccc4)cc3C(=O)N([C@@H](C)CO)C[C@H]2C)cc1 | i
Cc1ccc(C(C)C)c(OCCSc2nc(N)cc(N)n2)c1 | i
C[C@@H]1CN([C@@H](C)CO)C(=O)c2cc(NC(=O)Nc3ccccc3)ccc2O[C@@H](C)CCCCO[C@H]1CN(C)S(=O)(=O)c1ccc(F)cc1 | i
C[C@@H]1CN([C@H](C)CO)C(=O)c2cc(NS(C)(=O)=O)ccc2O[C@H]1CN(C)C | i
CCO[C@@H]1OC(C(N)=O)=C[C@H](C2CC2)[C@H]1CCCO | i
C[C@@H]1CN([C@H](C)CO)C(=O)c2cccc(NC(=O)Nc3ccc(C(F)(F)F)cc3)c2O[C@@H]1CN(C)S(=O)(=O)c1cccs1 | i
COC(=O)C1=COC(O[C@@H]2O[C@H](CO)[C@@H](O)[C@H](O)[C@H]2O)[C@@H]2[C@@](C)(O)CC[C@]12O (some centres undefined) | i
CC1(C)CC[C@]2(C(=O)O)CC[C@]3(C)C(=CCC4[C@@]5(C)CC[C@H](O[C@@H]6O[C@H](C(=O)O)[C@@H](O[C@@H]7OC[C@@H](O)[C@H](O)[C@H]7O)[C@H](O)[C@H]6O)C(C)(C)C5CC[C@]43C)C2C1 (some centres undefined) | +
CCC(=O)OCC1=CCCC2C1(C)CCC(C)C2(C)CCC(C)CC(=O)O (centres undefined) | i
C[C@H]1CCCCO[C@@H](CN(C)C(=O)CCC(F)(F)F)[C@@H](C)CN([C@@H](C)CO)C(=O)c2cc(NS(C)(=O)=O)ccc2O1 | i
C[C@H](CO)N1C[C@H](C)[C@@H](CN(C)C)Oc2c(NC(=O)Nc3ccc4c(c3)OCO4)cccc2C1=O | i
CSc1nsc(SC)c1NC(=O)OCCc1ccccn1 | i
CCc1ccc(NC(=O)COc2ccc(NC(C)=O)cc2)cc1 | i
C[C@@H]1CN([C@H](C)CO)C(=O)Cc2cc(NC(=O)Cn3cnnn3)ccc2O[C@H]1CN(C)C(=O)Nc1ccc(C(F)(F)F)cc1 | i
CCO[C@@H]1OC(C(=O)NCc2ccccc2)=C[C@H](c2ccc(C(F)(F)F)cc2)[C@H]1CCCO | i
Cc1noc(C)c1S(=O)(=O)Nc1ccc2c(c1)C(=O)N([C@H](C)CO)C[C@H](C)[C@H](CN(C)C)OCCCC[C@H](C)O2 | i
C[C@H](CO)N1C[C@H](C)[C@H](CN(C)C)Oc2c(NC(=O)C3CCOCC3)cccc2C1=O | i
CSc1cccc(NC(=O)CSc2nnc(-c3ccc(Br)cc3)n2C)c1 | i
Cc1nc(SCC(=O)Nc2ccccc2)n[nH]1 | i
COc1ccc(CCN2C(=O)C(NC(=O)C(C)(C)C)(C(F)(F)F)C3=C2CC(C)(C)CC3=O)cc1OC (centres undefined) | i
C[C@@H]1CN([C@H](C)CO)C(=O)c2cc(NC(=O)C3CC3)ccc2O[C@@H]1CN(C)Cc1ccncc1 | i
C[C@H]1CCCCO[C@@H](CN(C)C(=O)Nc2ccccc2)[C@@H](C)CN([C@@H](C)CO)C(=O)c2cc(NC(=O)C3CCCCC3)ccc2O1 | i
C=C1CC[C@@H]2[C@](C)(CO)[C@H](O)CC[C@@]2(C)[C@@H]1C/C=C1/C(=O)OC[C@H]1O | i
C[C@@H]1CCCCO[C@@H](CN(C)Cc2ccncc2)[C@@H](C)CN([C@H](C)CO)C(=O)c2cc(NS(=O)(=O)c3ccccc3)ccc2O1 | i
COc1ccccc1NC(=O)CC(NC1CCCCC1)C(=O)O (centres undefined) | i

14 structures from above, arranged by length of the SMILES, rising:
SMILES | NFkB SMM
Cc1nc(SCC(=O)Nc2ccccc2)n[nH]1 | i
CSc1nsc(SC)c1NC(=O)OCCc1ccccn1 | i
CSc1cccc(NC(=O)CSc2nnc(-c3ccc(Br)cc3)n2C)c1 | i
CCC(=O)OCC1=CCCC2C1(C)CCC(C)C2(C)CCC(C)CC(=O)O (centres undefined) | i
C[C@H](CO)N1C[C@H](C)[C@H](CN(C)C)Oc2c(NC(=O)C3CCOCC3)cccc2C1=O | i
CCO[C@@H]1OC(C(=O)NCc2ccccc2)=C[C@H](c2ccc(C(F)(F)F)cc2)[C@H]1CCCO | i
C[C@@H]1CN([C@H](C)CO)C(=O)c2cc(NC(=O)C3CC3)ccc2O[C@@H]1CN(C)Cc1ccncc1 | i
C=C1CC[C@@H]2[C@](C)(CO)[C@H](O)CC[C@@]2(C)[C@@H]1C/C=C1/C(=O)OC[C@H]1O | i
COC(=O)C1=COC(O[C@@H]2O[C@H](CO)[C@@H](O)[C@H](O)[C@H]2O)[C@@H]2[C@@](C)(O)CC[C@]12O (some centres undefined) | i
COc1ccc(S(=O)(=O)N(C)C[C@@H]2Oc3ccc(NC(=O)Cc4ccccc4)cc3C(=O)N([C@@H](C)CO)C[C@H]2C)cc1 | i
Cc1noc(C)c1S(=O)(=O)Nc1ccc2c(c1)C(=O)N([C@H](C)CO)C[C@H](C)[C@H](CN(C)C)OCCCC[C@H](C)O2 | i
C[C@H]1CCCCO[C@@H](CN(C)C(=O)CCC(F)(F)F)[C@@H](C)CN([C@@H](C)CO)C(=O)c2cc(NS(C)(=O)=O)ccc2O1 | i
C[C@H]1CCCCO[C@@H](CN(C)C(=O)Nc2ccccc2)[C@@H](C)CN([C@@H](C)CO)C(=O)c2cc(NC(=O)C3CCCCC3)ccc2O1 | i
C[C@@H]1CN([C@@H](C)CO)C(=O)c2cc(NC(=O)Nc3ccccc3)ccc2O[C@@H](C)CCCCO[C@H]1CN(C)S(=O)(=O)c1ccc(F)cc1 | i

(more compounds)
SMILES | NFkB SMM
Cc1c(NC(=S)NCc2ccccn2)c(=O)n(-c2ccccc2)n1C | i
C[C@@H]1CN([C@H](C)CO)C(=O)c2cccc(NS(=O)(=O)c3cccs3)c2O[C@H]1CN(C)S(=O)(=O)c1ccc(Cl)cc1 | i
CNC[C@H]1Oc2c(NC(=O)Nc3cccc4ccccc34)cccc2C(=O)N([C@H](C)CO)C[C@@H]1C | i
CC(C)NC(=O)N(C)C[C@@H]1Oc2ccc(NS(=O)(=O)c3cccs3)cc2CC(=O)N([C@@H](C)CO)C[C@H]1C | i
Cc1ccc2c(c1)c(C)c(C)n2CC(O)Cn1nc(C)c(Br)c1C (centres undefined) | i
CC(=O)c1cccc(NC(=O)CCCn2cc([N+](=O)[O-])cn2)c1 | i
C[C@@H]1CN([C@@H](C)CO)C(=O)c2cc(NC(=O)Nc3ccccc3)ccc2O[C@@H]1CN(C)CC1CC1 | i
Cc1noc(C)c1NC(=O)N(C)C[C@H]1OCCCC[C@H](C)Oc2ccc(NS(=O)(=O)c3cccs3)cc2C(=O)N([C@@H](C)CO)C[C@H]1C | i
C[C@@H]1CCCCO[C@H](CN(C)C)[C@@H](C)CN([C@H](C)CO)C(=O)c2cc(NC(=O)Nc3ccccc3)ccc2O1 | i
Cc1nn(C(=O)Cn2nc([N+](=O)[O-])cc2C)c(C)c1Cl | i
CNC[C@@H]1Oc2c(NS(=O)(=O)c3cccs3)cccc2C(=O)N([C@H](C)CO)C[C@H]1C | i
C[C@@H]1CN([C@@H](C)CO)C(=O)c2cc(NC(=O)C3CC3)ccc2O[C@@H]1CN(C)C(=O)Nc1ccc(F)cc1 | i
C[C@H]1CN([C@@H](C)CO)C(=O)c2cccc(NC(=O)c3cnccn3)c2O[C@@H]1CN(C)C(=O)NC1CCCCC1 | i
O=C1O[C@H](c2ccccc2)[C@H](c2ccccc2)N2[C@H]1[C@@H](C(=O)NC[C@H](O)c1ccccc1)[C@]1(C(=O)Nc3ccccc31)[C@H]2c1ccccc1OCCO | i
CC1(C)CC[C@]2(C(=O)O[C@@H]3O[C@H](CO)[C@@H](O)[C@H](O)[C@H]3O)CC[C@]3(C)C(=CCC4[C@@]5(C)C[C@H](O)[C@H](O[C@@H]6O[C@H](C(=O)O)[C@@H](O)[C@H](O)[C@H]6O)[C@@](C)(CO)C5CC[C@]43C)C2C1 (some centres undefined) | i
COc1ccc(NC(=O)Nc2ccc3c(c2)CC(=O)N([C@H](C)CO)C[C@@H](C)[C@@H](CN(C)S(=O)(=O)c2ccc(Cl)cc2)O3)cc1 | i
C[C@@H]1CCCCO[C@@H](CN(C)C(=O)CCC(F)(F)F)[C@H](C)CN([C@H](C)CO)C(=O)c2cc(NS(C)(=O)=O)ccc2O1 | i
Cc1cc(C(=O)Nc2cccc3c2O[C@H](CN(C)Cc2ccc4c(c2)OCO4)[C@@H](C)CN([C@H](C)CO)C3=O)n(C)n1 | i
C[C@H](CO)N1C[C@H](C)[C@@H](CN(C)C(=O)Nc2ccc(C(F)(F)F)cc2)Oc2c(NC(=O)NC3CCCCC3)cccc2C1=O | +
COc1ccc(NC(=O)N(C)C[C@H]2Oc3c(NC(=O)C4CCOCC4)cccc3C(=O)N([C@@H](C)CO)C[C@@H]2C)cc1 | i
C[C@H](CO)N1C[C@H](C)[C@@H](CN(C)Cc2ccc(C(F)(F)F)cc2)Oc2c(NC(=O)Nc3ccc(F)cc3)cccc2C1=O | i
C=CCOC(=O)C1=C[C@@H](c2csc3ccccc23)C[C@@H](OCCCCO)O1 | i
CN1CCN(C(c2ccccc2)c2ccc(Cl)cc2)CC1 (centres undefined) | i
COc1cc(CNC23CC4CC(CC(C4)C2)C3)ccc1OCC(N)=O | i
COc1cc(NC(=O)CCN2CCN(C)CC2)cc(OC)c1 | i

(listing goes on)
SMILES | NFkB SMM
COc1cc(S(C)=O)ccc1-c1nc2ccncc2[nH]1 (centres undefined) | i
Cc1ccc(CNC(=O)c2cccc(Cn3cc(Cl)cn3)c2)cc1 | i
CC(=O)c1cc2ccccc2oc1=O | i
C[C@H](CO)N1C[C@H](C)[C@H](CN(C)CC2CC2)Oc2c(NC(=O)C3CCOCC3)cccc2C1=O | i
C[C@H](CO)N1C[C@H](C)[C@@H](CN(C)S(=O)(=O)c2ccccc2)Oc2ccc(NS(=O)(=O)c3ccc(Cl)cc3)cc2C1=O | i
Cc1noc(C)c1NC(=O)Nc1ccc2c(c1)CC(=O)N([C@H](C)CO)C[C@H](C)[C@@H](CN(C)S(=O)(=O)c1ccccc1)O2 | i
C[C@@H]1CCCCO[C@@H](CN(C)C(=O)Nc2ccc(C(F)(F)F)cc2)[C@@H](C)CN([C@H](C)CO)C(=O)c2cc(NC(=O)c3ccccc3)ccc2O1 | i
Cc1nnc2sc(-c3cccc(NC(=O)c4cccnc4)c3)nn12 | i
Cc1ccc(S(=O)(=O)Nc2ccc3c(c2)CC(=O)N([C@@H](C)CO)C[C@@H](C)[C@@H](CN(C)Cc2ccncc2)O3)cc1 | i
CNC[C@@H]1Oc2ncc(-c3ccc(F)cc3)cc2C(=O)N([C@H](C)CO)C[C@@H]1C | i
COc1ccc(-c2nn(C)c(=O)c3ccccc23)cc1CNC(=O)Nc1ccccc1 | i
COc1ccc(NC(=O)CSc2nnnn2-c2ccc(OC)cc2)cc1 | i
C#CCN(CC=C(C)C)[C@H](CO)c1ccccc1 | i
CNC[C@H]1Oc2c(NS(=O)(=O)c3cccs3)cccc2C(=O)N([C@H](C)CO)C[C@@H]1C | i
COc1cc(C)c(C)cc1S(=O)(=O)n1c(C)nc2ccccc21 | i
O=C(NCCN1CCOCC1)c1cc(-n2cnnc2)ccc1Cl | i
CCOc1ccc2nc(SCC(=O)Nc3c(C)n(C)n(-c4ccccc4)c3=O)sc2c1 | i
CCOc1ccc(OCC)c(S(=O)(=O)NC2CC(C)(C)NC(C)(C)C2)c1 | i
COc1ccc(S(=O)(=O)Nc2ccc3c(c2)CC(=O)N([C@@H](C)CO)C[C@H](C)[C@H](CN(C)S(=O)(=O)c2ccc(OC)cc2)O3)cc1 | i
C[C@@H]1CN([C@@H](C)CO)C(=O)Cc2cc(NC(=O)CCCN(C)C)ccc2O[C@H]1CN(C)C(=O)Nc1ccc(F)cc1 | i
C[C@@H]1CN([C@@H](C)CO)C(=O)Cc2cc(NC(=O)Cn3cnnn3)ccc2O[C@H]1CN(C)S(=O)(=O)c1cn(C)cn1 | i
O=C1O[C@H](c2ccccc2)[C@H](c2ccccc2)N2[C@H]1[C@@H](C(=O)N1CCCCCCC1)[C@]1(C(=O)Nc3ccc(C#CC4=CCCCC4)cc31)[C@H]2c1ccc(O)cc1 | i
C[C@H]1CN([C@@H](C)CO)C(=O)c2cc(NC(=O)Cn3cnnn3)ccc2O[C@H]1CN(C)S(=O)(=O)c1cccs1 | i
C[C@@H]1CN([C@H](C)CO)C(=O)Cc2cc(NC(=O)Cc3ccccc3)ccc2O[C@@H]1CN(C)Cc1ccc(C(=O)O)cc1 | i
C[C@@H]1CN([C@H](C)CO)C(=O)c2cccc(NC(=O)c3nc4ccccc4s3)c2O[C@H]1CN(C)C(=O)Nc1cccc2ccccc12 | i

Other records follow:
SMILES | NFkB SMM
C[C@H]1CN([C@@H](C)CO)C(=O)Cc2cc(NC(=O)Cc3cn(C)c4ccccc34)ccc2O[C@@H]1CN(C)Cc1ccncc1 | i
Cc1ccc(NC(=O)C(C)Oc2ccc(Cl)cc2Cl)c([N+](=O)[O-])c1 (centres undefined) | i
C[C@@H]1CN([C@H](C)CO)C(=O)c2cc(NS(=O)(=O)c3cn(C)cn3)ccc2O[C@@H]1CN(C)C(=O)Nc1ccc(C(F)(F)F)cc1 | i
C[C@@H]1CCCCO[C@@H](CN(C)C(=O)CCC(F)(F)F)[C@@H](C)CN([C@@H](C)CO)C(=O)c2cc(NC(=O)Nc3ccc4c(c3)OCO4)ccc2O1 | i
C[C@@H]1CN([C@H](C)CO)C(=O)c2cc(NC(=O)Nc3ccc4c(c3)OCO4)ccc2O[C@@H]1CN(C)S(=O)(=O)c1ccc(F)cc1 | i
CNC[C@H]1Oc2ccc(NC(=O)NC(C)C)cc2CC(=O)N([C@@H](C)CO)C[C@@H]1C | i
COC(=O)c1ccccc1NC(=O)Cn1c(SC)c(F)cnc1=O | i
CCc1nnc(NS(=O)(=O)c2ccc(NC(=O)c3ccc(F)cc3)cc2)s1 | i
C=C[C@H]1C(O[C@@H]2O[C@H](CO)[C@@H](O)[C@H](O)[C@H]2O)OC=C2C(=O)N3CCc4c([nH]c5ccccc45)[C@H]3C[C@H]21 (some centres undefined) | i
CCOc1cc(C(=O)O)cc(I)c1OCC(=O)O | +
C[C@@H]1CN([C@H](C)CO)C(=O)c2cc(NC(=O)NC3CCCCC3)ccc2O[C@H]1CN(C)S(=O)(=O)c1cn(C)cn1 | i
COC(=O)c1ccc(C(=O)OC)c(NC(=O)CSc2nc(C)cc(C)n2)c1 | i
